DNA FID counter: displaces DNA intercalator in HCV helicase counter-screen. AID 1845. inhibition, % at 7.9 µM. actives 0.17% (n = 290,000). DNA fluorescent intercalator displacement, fluorescence; in the data active = inhibition above about 37%;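 note: 0% = vehicle and 100% = reference compound; higher means more ethidium bromide displaced from hairpin DNA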
UBC9 SUMO inh: inhibitors of human SUMOylation (UBC9); P63279; HTRF SUMOylation assay, SAE1/SAE2 + UBC9, in vitro; inhibition, % at 35 µM; actives 0.36% (n = 290,000); AID 2006; in the data active = inhibition above about 50%, passing the limit was not always enough; note: strong numbers were not always called active
IDE cell inh: inhibits human insulin-degrading enzyme in HEK cells | FAbetaB cleavage, fluorescence polarization | actives 0.41% (n = 320,000) | inhibition, % at 5.59 µM | P14735;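 active = percent inhibition above the average of all tested compounds plus 3 SD, set per screening campaign, cut at about 16% in these data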;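 note: IDE supplied by intact live HEK cells; FP after avidin binding of uncleaved biotin substrate so inhibition keeps polarization high; 0% = DMSO wells and 100% = 60 µM reference IDE inhibitor Ii1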
Target sequence (P14735 whole entry, looked up): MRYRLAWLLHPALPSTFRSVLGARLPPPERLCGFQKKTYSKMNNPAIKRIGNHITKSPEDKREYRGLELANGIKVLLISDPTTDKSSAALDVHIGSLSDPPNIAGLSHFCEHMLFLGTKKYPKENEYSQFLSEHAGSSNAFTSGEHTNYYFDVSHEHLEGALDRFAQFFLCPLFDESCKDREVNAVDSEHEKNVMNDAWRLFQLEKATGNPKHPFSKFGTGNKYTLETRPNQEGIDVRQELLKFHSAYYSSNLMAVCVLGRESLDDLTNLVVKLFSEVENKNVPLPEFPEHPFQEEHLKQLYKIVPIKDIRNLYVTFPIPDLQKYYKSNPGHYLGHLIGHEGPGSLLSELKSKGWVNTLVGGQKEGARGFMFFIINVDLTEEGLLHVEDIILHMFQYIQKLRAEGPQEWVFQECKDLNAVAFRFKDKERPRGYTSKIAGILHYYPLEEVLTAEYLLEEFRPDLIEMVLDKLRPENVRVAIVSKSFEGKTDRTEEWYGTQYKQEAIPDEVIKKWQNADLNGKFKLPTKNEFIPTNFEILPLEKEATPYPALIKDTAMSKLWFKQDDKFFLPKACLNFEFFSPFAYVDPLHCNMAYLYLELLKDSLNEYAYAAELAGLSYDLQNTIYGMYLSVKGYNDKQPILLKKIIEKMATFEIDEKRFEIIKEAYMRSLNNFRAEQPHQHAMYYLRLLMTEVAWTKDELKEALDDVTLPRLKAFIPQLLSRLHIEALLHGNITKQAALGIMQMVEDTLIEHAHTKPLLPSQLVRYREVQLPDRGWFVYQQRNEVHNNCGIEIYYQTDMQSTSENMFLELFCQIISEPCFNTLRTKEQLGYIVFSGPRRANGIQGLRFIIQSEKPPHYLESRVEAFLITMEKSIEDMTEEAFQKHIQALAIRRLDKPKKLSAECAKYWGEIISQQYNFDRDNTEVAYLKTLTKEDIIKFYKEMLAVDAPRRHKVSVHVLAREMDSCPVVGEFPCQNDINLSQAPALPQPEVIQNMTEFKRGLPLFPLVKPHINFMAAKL
HCV NS3 hel inh: blocks Hepatitis C virus NS3 helicase unwinding | inhibition, % at 10.9 µM | actives 0.56% (n = 290,000) | AID 1800 | NS3 helicase DNA unwinding, Cy5 molecular beacon fluorescence;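 active = inhibition above the mean of all tested compounds plus 3 SD, set per campaign, cut at about 35% in these data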;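 note: 0% = DMSO wells and 100% = thioflavine S control wells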
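Measured by: Cy5 fluorescence, 0 and 60 min reads / Assay system: NS3 helicase fragment of HCV / Control set: low DMSO, high thioflavine S at 110 µM / Times: 1 h reaction at 25 °C, ATP-initiated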
PfM18AAP inh: PfM18AAP enzyme inhibition; recombinant PfM18AAP, H-Glu-NHMec fluorogenic cleavage; inhibition, % at 7.35 µM; actives 1.2% (n = 290,000);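 active = inhibition above the campaign mean inhibition over all tested compounds plus 3 SD, cut at about 28% in these data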;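 note: 0% = plate median of test compound wells and 100% = 2 mM ZnCl2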
IMP-1 inhibitor: inhibitors of Pseudomonas aeruginosa IMP-1 metallo-beta-lactamase; purified IMP-1, nitrocefin hydrolysis, epi-absorbance fluorescence; actives 0.45% (n = 290,000); inhibition, % at 5.6 µM; AID 1556;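 active = inhibition above the mean plus 3 SD of all compounds in the same screening run, cut at about 4.5% in these data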;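 note: 0% = IMP-1 with DMSO and 100% = DMSO wells lacking enzyme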
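assay system = purified recombinant IMP-1 metallo-beta-lactamase enzyme | schedule = 15 min preincubation plus 25 min reaction at 25 °C | signal = Epi-absorbance fluorescence, 480 nm excitation, 530 nm emission | read-out basis = percent inhibition from optical density relative to buffer-blank wells | controls = IMP-1 with DMSO as 0%, enzyme-free DMSO as 100%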
pCIP destab: compounds decreasing mouse p/CIP protein stability; Q05BA5; F442A p/CIP-EGFP cells, EGFP fluorescence, 16 h; decrease of EGFP signal, % at 10 µM; actives 0.01% (n = 290,000);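 active = EGFP signal decrease of at least 30% at 10 µM or well 3 SD below plate mean, unless failing retest; inactive = the rest, including hits failing retest or dose response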; note: some compounds called inactive have numbers as strong as hits; many of its hits are not listed in these tables
IDE cell activ: activators of human insulin-degrading enzyme in cells; HEK cells, FAbeta-B cleavage, fluorescence polarization; 0% vehicle, 100% cell-free pure enzyme wells; P14735; activation, % at 5.96 µM; actives 0.073% (n = 340,000);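 active = activation above the mean of all tested compounds plus 3 SD, set per screening campaign, cut at about 17% in these data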
VIM-2 inh: inhibitors of Pseudomonas aeruginosa VIM-2 metallo-beta-lactamase | purified VIM-2, nitrocefin hydrolysis, epi-absorbance fluorescence | inhibition, % at 5.6 µM | actives 0.89% (n = 290,000) | AID 1527;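 active = inhibition above the mean of all tested compounds plus 3 SD, cutoff set per screening run, cut at about 7.5% in these data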;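 note: red hydrolysis product quenches plate fluorescence so inhibitors raise well fluorescence; 0% = enzyme with DMSO and 100% = DMSO without enzyme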
* hit, by the source's call; / = not tested or not shown.

Under each structure – PfM18AAP inh, IMP-1 inhibitor, pCIP destab, DNA FID counter, VIM-2 inh, IDE cell activ, UBC9 SUMO inh, HCV NS3 hel inh, IDE cell inh
1) O=C(O)c1cccc2c1C(=O)N(C1CCCC1)C2
→ -3.1, -4.3, -0.7, -2.1, 1.1, 5.0, 2.0, 0.7, 3.6
2) CCCCNC(=O)CCCCCNS(=O)(=O)c1ccc(Br)cc1
→ 6.3, -3.6, 15.1, -24.5, -0.3, 9.2, 8.6, -3.0, -8.6
3) O=C(NCCN1CCOCC1)c1cc2n(n1)C(C(F)(F)F)CC(c1ccc(F)cc1)N2 (configuration not stated)
→ -13.4, -0.4, -8.0, -4.7, -2.1, 4.0, 17.8, -8.8, 4.1
4) COC(=O)c1ccccc1NC(=O)CSc1n[nH]c(CC(C)C)n1
→ 3.0, -6.2, -5.3, -7.0, -3.0, -1.5, -10.9, -2.9, -6.7
5) COc1ccc(-c2nc(NC(C)=O)sc2-c2ccc(OC)cc2)cc1
→ -11.2, -0.8, -14.1, -11.1, -0.8, 3.4, -80.4, -23.9, -6.1
6) O=C(OCCN1CCCCC1)c1ccc(Cl)cc1
→ -5.8, -0.9, -1.4, 1.9, -0.2, -4.2, -3.6, 3.2, 0.0
7) CCOc1ccc(C(=O)NC2CCN(CC(=O)NCc3cccs3)CC2)cc1
→ -12.9, -5.0, -7.3, 1.0, 1.3, -2.8, 26.6, -2.4, 3.4
8) COCCn1c(SCC(=O)Nc2ccccc2OC)nnc1-c1ccco1
→ 0.6, -0.8, -8.4, -11.7, -0.7, 2.9, 13.8, 0.7, 0.4
9) COC(=O)C(Cc1ccccc1)NC(=O)CC(C)CC(=O)Nc1ccc(C)cc1 (configuration not stated)
→ -1.3, -2.2, -2.5, -36.0, -0.4, -2.7, 0.8, -1.4, -2.4
10) O=C(CSCc1ccccc1)Nc1nccs1
→ -3.5, -1.5, 1.8, 3.4, 1.7, -2.6, -1.0, 2.7, 0.1
11) CCOc1ccc(-c2nc(CSc3nnc(N)s3)cs2)cc1OC
→ 2.8, -2.3, -5.3, -21.9, -3.3, 1.8, 17.1, -1.4, 4.3
12) CC(C)COc1ccc(CNC(=S)N/N=C/c2ccc([N+](=O)[O-])cc2)cc1
→ 3.2, -5.6, -2.1, -9.2, -4.6, -1.7, 4.4, 7.0, -3.6
13) CCOC(=O)c1c(NC(=O)COC)sc2c1CCCC2
→ -12.2, -1.2, -1.0, -8.5, -4.2, 1.2, -2.4, -0.2, 3.9
14) CCOC(=O)CNC(=O)N1CCCC(CNS(=O)(=O)Cc2ccccc2)C1 (configuration not stated)
→ -2.4, -3.7, 6.8, -7.3, -3.9, -0.3, 0.7, 0.5, -1.9
15) O=C(O)CCC(=O)Nc1cccc(C(=O)c2ccccc2)c1
→ 2.8, -3.5, 0.3, -7.3, -1.4, 4.9, 1.9, -5.9, 5.8
16) Clc1ccc(N=NN2CCOCC2)cc1
→ 3.1, -0.6, -17.0, -2.6, -2.4, -7.3, 2.4, 2.9, 1.4
17) COC(=O)Nc1c(-c2ccccc2)nc2ccccn12
→ -1.1, -1.7, 9.4, 1.8, 0.6, 5.0, 11.6, -3.8, 6.2
18) COc1ccc(NC(=O)CSc2ncn(-c3ccccc3)n2)cc1Cl
→ -5.2, -2.6, 3.0, -8.2, -3.7, -1.2, -3.2, -11.6, 7.5
19) COc1ccc(Cl)cc1NC(=S)N(CCN1CCOCC1)C1CCN(C(C)=O)CC1
→ 0.3, -1.7, -7.1, -10.2, -1.8, 6.8, 8.2, -0.1, 3.3
20) O=c1[nH]c(C2CCCN(S(=O)(=O)Cc3ccccc3)C2)nc2c1nnn2Cc1cccc(Cl)c1 (configuration not stated)
→ 1.4, -3.4, -12.9, -28.4, -3.0, 3.6, 8.0, -14.1, 1.3
21) O=c1ccc(/C=C/c2ccccc2)nn1Cc1ccc(F)cc1
→ -3.6, -3.3, 1.2, -20.6, -1.5, 2.6, 2.7, 0.0, 1.4
22) CNC(=S)NNC(=O)c1sc2cc(C(F)(F)F)cnc2c1-c1ccccn1
→ 18.2, -5.4, 10.7, -11.0, -3.3, 6.3, 16.0, 3.3, -4.3
23) Cc1cc(NC(=O)CSc2nnc(C3CC3)n2Cc2ccccc2)no1
→ -11.2, -1.9, -6.7, -16.1, -0.8, -5.0, 22.3, -6.3, -2.3
24) CNC(=O)c1csc(-c2cccs2)n1
→ -9.0, -2.0, -3.4, -2.2, -3.8, 9.0, 17.0, 6.3, -0.1
25) CNC(=O)NC(=O)CSc1nc2ccccc2n1CCOC
→ -13.9, 0.6, 3.2, -2.0, -0.7, -3.6, 7.3, -2.1, -1.5
26) CCOC(=O)Nc1nnc(-c2ccccc2OC)s1
→ -5.2, -1.3, 3.8, -10.0, 0.6, -6.3, -12.6, -8.6, 0.1
27) COc1ccc(C)cc1S(=O)(=O)N1CCN(C(=O)c2ncoc2-c2cccc(C)c2)CC1
→ 0.7, -2.7, -13.1, -41.5, -1.3, 5.7, 7.0, -9.0, -4.8
28) c1ccc(CNn2nnnc2-c2ccccc2)cc1
→ -3.4, -5.4, -6.7, -4.6, -3.2, 4.7, 7.3, -2.3, -7.5
29) CSc1ccc(/C=C(/NC(=O)c2ccco2)C(=O)NCc2ccco2)cc1
→ -0.2, -2.3, -12.3, -15.1, -2.3, 4.2, -0.6, -6.7, /
30) CC(C)NC(=O)C1CCN(C2CCN(C(=O)c3scc4c3CCCC4)CC2)CC1
→ -7.9, -2.2, -0.9, 4.7, -2.6, -0.7, 5.7, -12.8, 11.1
31) COc1ccccc1CNS(=O)(=O)c1ccc(-c2cc(C)no2)cc1
→ 5.3, -3.0, -18.0, -18.4, -1.1, -2.0, 16.1, 4.5, 10.3
32) CCOc1cc(/C=C2/C(=O)ON=C2C)cc(Br)c1O
→ 19.4, -7.1, -21.0, 3.1, -4.4, -2.8, 16.4, 15.6, -0.4
33) CO/C=C/C#CC1(O)CCN(C)CC1
→ -3.8, -2.1, -3.1, 5.6, -1.1, 2.3, 14.0, 5.8, 4.3
34) O=C(Nc1ccc(N=Nc2ccccc2)c(NC(=O)C2CCCO2)c1)C1CCCO1 (configuration not stated)
→ -5.6, -4.9, -12.3, -20.9, -0.6, 2.3, -4.6, -13.9, -6.4
35) O=[N+]([O-])c1ccc(CSc2nnc(SCc3ccc(Cl)cc3)s2)cc1
→ 0.5, -2.4, -0.3, -1.3, -1.1, 2.1, -0.7, 7.7, -1.1
36) Cc1ccccc1CSc1nnc(Cn2c(=O)sc3ccccc32)n1C
→ 3.7, -2.2, -8.2, -11.2, -1.2, 8.2, 11.5, -8.9, 1.0
37) COc1ccc(-c2c([C@H]3[C@H]4C=CC[C@@H](C)[C@@H]4C(=O)N3Cc3ccccc3)ccc3ccccc23)cc1OC
→ /, /, 5.4, /, /, 1.5, -8.4, /, -6.1
38) CCn1cc(Br)c(C(=O)NC(=S)Nc2ccc(C(=O)OC)cc2)n1
→ -1.1, -1.9, -12.0, -0.1, -3.0, -2.3, -3.8, 5.2, -2.5
39) CC(C)(C)NC(=O)c1cc2c(ccc3ccccc32)oc1=O
→ -12.4, 1.4, 11.1, -19.2, 2.4, 1.1, 14.9, -1.3, -1.0
40) COc1ccc(C)cc1S(=O)(=O)N(C)CC(=O)NCc1ccccn1
→ -1.3, -2.6, -12.6, -9.3, -2.3, 2.0, 1.0, 3.7, 6.7

3 records drawn at random from those above:
Under each structure – PfM18AAP inh, IMP-1 inhibitor, pCIP destab, DNA FID counter, VIM-2 inh, IDE cell activ, UBC9 SUMO inh, HCV NS3 hel inh, IDE cell inh
26) CCOC(=O)Nc1nnc(-c2ccccc2OC)s1
→ -5.2, -1.3, 3.8, -10.0, 0.6, -6.3, -12.6, -8.6, 0.1
30) CC(C)NC(=O)C1CCN(C2CCN(C(=O)c3scc4c3CCCC4)CC2)CC1
→ -7.9, -2.2, -0.9, 4.7, -2.6, -0.7, 5.7, -12.8, 11.1
14) CCOC(=O)CNC(=O)N1CCCC(CNS(=O)(=O)Cc2ccccc2)C1 (configuration not stated)
→ -2.4, -3.7, 6.8, -7.3, -3.9, -0.3, 0.7, 0.5, -1.9

Among those listed so far, these contain fluorine:
Under each structure – PfM18AAP inh, IMP-1 inhibitor, pCIP destab, DNA FID counter, VIM-2 inh, IDE cell activ, UBC9 SUMO inh, HCV NS3 hel inh, IDE cell inh
3) O=C(NCCN1CCOCC1)c1cc2n(n1)C(C(F)(F)F)CC(c1ccc(F)cc1)N2 (configuration not stated)
→ -13.4, -0.4, -8.0, -4.7, -2.1, 4.0, 17.8, -8.8, 4.1
21) O=c1ccc(/C=C/c2ccccc2)nn1Cc1ccc(F)cc1
→ -3.6, -3.3, 1.2, -20.6, -1.5, 2.6, 2.7, 0.0, 1.4
22) CNC(=S)NNC(=O)c1sc2cc(C(F)(F)F)cnc2c1-c1ccccn1
→ 18.2, -5.4, 10.7, -11.0, -3.3, 6.3, 16.0, 3.3, -4.3

Other results:
Under each structure – PfM18AAP inh, IMP-1 inhibitor, pCIP destab, DNA FID counter, VIM-2 inh, IDE cell activ, UBC9 SUMO inh, HCV NS3 hel inh, IDE cell inh
41) O=c1ccc(OCCOc2ccccc2)nn1-c1ccccc1
→ 1.6, 0.7, 10.9, -18.0, -3.3, 3.4, -23.1, -1.0, 1.9
42) Cc1ccc(C(C(=O)NC(C)(C)C)N(Cc2ccc3c(c2)OCO3)C(=O)c2ccc(CN3CCOCC3)o2)o1 (configuration not stated)
→ 3.5, -3.8, -8.8, -27.0, -0.1, 1.9, 8.5, -6.7, 1.2
43) C/C(CS(=O)(=O)c1ccccc1)=N\O
→ 2.8, -2.8, -1.0, 2.7, -1.9, 2.6, 13.2, 1.7, 0.7
44) N#C/C(=C\c1ccccc1)c1n[nH]c(Cn2cncn2)n1
→ 0.3, -3.8, -3.7, -0.8, -3.2, 8.4, 12.0, 5.4, -1.4
45) CCOC(=O)c1cccc(NC(=O)CCNS(=O)(=O)c2cc(Br)cnc2N)c1
→ -5.8, -0.5, -10.4, -12.9, -2.8, 4.4, 18.7, -9.0, 1.6
46) COC(=O)c1ccccc1NC(=O)C1COc2ccccc2O1 (configuration not stated)
→ 3.7, -1.9, -3.4, -9.2, -3.2, 3.7, -14.1, 1.5, -0.8
47) CCOC(=O)CSc1nc2c(sc(=S)n2Cc2ccco2)c(=O)n1-c1ccccc1
→ -5.2, -0.4, -10.3, -18.8, 1.4, 1.6, 9.7, 24.6, -2.1
48) COc1ccc(C(=O)N2N=C(c3ccccc3)CC2(O)C(F)(F)F)cc1 (configuration not stated)
→ 6.5, -4.0, -3.8, -18.8, -2.5, 10.3, -4.9, -0.1, /
